Bioassay records from PubChem BioAssay.
Pf apPOL inh: Pf-apPOL inhibitors, biochemical, fluorescence. Plasmodium falciparum apicoplast DNA polymerase (apPOL). actives 0.25% (n = 210,000). AID 1794808, 2022. inhibition, % at 10 µM. Recombinant Pf-apPOL, molecular beacon fluorescence, 1.5 h
mHTT CaM bind: mutant huntingtin-calmodulin interaction inhibitors – biochemical, AlphaScreen, primary screen. P42858. AlphaScreen His-mHTT/GST-CaM binding, luminescence. inhibition, % at 15 µM. actives 3.6% (n = 190,000). AID 1671202, 2021;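 also: 0% = both proteins with DMSO and 100% = one protein alone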
Target sequence (P42858 whole entry, looked up, stated change not applied): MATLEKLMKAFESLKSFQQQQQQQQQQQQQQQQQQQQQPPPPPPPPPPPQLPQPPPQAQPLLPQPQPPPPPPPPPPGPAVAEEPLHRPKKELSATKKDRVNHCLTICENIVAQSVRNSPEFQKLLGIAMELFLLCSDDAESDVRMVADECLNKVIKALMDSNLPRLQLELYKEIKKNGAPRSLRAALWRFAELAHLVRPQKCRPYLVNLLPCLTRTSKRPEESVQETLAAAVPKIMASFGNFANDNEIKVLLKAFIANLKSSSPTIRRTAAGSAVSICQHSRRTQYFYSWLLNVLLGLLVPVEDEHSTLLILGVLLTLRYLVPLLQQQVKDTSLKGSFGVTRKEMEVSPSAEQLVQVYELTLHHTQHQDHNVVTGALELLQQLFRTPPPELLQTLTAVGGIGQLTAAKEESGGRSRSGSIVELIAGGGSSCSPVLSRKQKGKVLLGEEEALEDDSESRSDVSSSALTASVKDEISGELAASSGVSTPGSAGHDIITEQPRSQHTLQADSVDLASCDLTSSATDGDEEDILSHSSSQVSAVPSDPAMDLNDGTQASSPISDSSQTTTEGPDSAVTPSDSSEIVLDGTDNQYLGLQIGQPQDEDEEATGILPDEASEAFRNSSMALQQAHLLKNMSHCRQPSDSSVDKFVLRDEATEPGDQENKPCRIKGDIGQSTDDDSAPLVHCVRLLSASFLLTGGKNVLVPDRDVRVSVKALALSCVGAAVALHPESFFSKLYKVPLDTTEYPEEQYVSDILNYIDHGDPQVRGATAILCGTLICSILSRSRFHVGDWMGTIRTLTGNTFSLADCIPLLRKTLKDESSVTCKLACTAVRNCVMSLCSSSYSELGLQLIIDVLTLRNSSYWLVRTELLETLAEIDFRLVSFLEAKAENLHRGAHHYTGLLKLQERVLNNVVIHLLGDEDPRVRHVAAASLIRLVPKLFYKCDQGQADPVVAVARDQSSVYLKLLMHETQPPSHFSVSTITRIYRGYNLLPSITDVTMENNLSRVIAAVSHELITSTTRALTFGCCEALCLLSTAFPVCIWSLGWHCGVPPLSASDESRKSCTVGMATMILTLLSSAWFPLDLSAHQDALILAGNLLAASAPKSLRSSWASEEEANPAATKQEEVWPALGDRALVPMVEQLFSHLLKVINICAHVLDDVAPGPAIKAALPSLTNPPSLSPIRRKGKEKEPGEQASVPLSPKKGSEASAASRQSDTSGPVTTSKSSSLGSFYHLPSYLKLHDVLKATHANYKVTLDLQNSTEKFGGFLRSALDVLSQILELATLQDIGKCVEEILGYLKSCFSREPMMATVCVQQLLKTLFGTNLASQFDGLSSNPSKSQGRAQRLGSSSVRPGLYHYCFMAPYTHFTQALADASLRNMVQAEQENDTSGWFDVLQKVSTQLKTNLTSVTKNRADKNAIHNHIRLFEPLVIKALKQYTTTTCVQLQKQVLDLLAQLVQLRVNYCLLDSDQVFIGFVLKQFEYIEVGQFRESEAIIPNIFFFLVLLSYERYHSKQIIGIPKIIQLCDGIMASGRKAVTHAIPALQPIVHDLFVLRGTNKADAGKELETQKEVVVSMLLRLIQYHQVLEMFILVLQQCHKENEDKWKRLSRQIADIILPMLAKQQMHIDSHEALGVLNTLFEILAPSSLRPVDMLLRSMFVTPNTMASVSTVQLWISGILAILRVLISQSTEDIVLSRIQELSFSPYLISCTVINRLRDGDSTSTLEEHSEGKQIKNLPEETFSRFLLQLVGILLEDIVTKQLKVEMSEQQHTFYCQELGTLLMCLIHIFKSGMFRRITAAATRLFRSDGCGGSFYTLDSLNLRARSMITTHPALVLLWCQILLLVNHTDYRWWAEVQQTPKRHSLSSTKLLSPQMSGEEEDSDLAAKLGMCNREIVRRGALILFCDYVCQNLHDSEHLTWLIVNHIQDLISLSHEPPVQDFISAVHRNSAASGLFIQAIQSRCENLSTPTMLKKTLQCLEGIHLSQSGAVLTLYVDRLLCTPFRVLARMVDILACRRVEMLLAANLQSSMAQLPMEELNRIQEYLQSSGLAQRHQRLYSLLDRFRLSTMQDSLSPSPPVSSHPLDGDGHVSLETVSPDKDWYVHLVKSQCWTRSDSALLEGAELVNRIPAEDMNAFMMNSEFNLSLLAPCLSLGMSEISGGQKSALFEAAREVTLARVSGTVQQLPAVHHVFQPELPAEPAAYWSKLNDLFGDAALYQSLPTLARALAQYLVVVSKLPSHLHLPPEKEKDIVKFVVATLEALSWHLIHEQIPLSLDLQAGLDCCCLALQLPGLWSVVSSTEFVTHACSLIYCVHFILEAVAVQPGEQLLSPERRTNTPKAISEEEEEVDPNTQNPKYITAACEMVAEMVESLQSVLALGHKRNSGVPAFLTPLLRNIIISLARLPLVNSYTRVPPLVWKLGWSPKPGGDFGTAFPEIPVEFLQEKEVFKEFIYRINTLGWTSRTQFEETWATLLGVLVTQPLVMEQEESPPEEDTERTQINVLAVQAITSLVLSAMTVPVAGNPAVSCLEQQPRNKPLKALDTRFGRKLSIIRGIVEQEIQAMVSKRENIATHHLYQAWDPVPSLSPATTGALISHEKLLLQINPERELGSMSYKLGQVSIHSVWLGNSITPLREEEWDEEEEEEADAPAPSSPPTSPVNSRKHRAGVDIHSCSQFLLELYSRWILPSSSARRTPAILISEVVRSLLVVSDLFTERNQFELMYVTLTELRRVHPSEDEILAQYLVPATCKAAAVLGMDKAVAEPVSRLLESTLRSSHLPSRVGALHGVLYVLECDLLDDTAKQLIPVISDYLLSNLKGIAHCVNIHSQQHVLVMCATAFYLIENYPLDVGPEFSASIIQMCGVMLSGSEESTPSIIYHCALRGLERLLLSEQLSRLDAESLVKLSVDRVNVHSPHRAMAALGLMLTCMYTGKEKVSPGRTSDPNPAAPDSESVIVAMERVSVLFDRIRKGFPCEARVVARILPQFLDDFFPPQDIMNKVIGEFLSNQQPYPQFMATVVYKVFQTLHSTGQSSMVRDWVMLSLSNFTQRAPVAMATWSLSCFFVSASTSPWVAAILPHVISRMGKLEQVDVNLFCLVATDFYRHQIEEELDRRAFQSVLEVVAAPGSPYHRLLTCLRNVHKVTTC
Numbers without * were called inactive; i = inactive; · = no result given; & = joins results of further samples. Rule as the data show it: active = inhibition above about 50%; inactive = the rest.

Start of the data: the first two entries, ahead of the listing:
SMILES	Pf apPOL inh	mHTT CaM bind
O=C(CSc1nnnn1-c1ccc2c(c1)OCO2)Nc1ccc(Oc2ccccc2)cc1	-6	8
CCCc1cc(=O)[nH]c(SCC(=O)Nc2ncccn2)n1	-2	-3

Main list, from the start:
SMILES	Pf apPOL inh	mHTT CaM bind
O=C(CSc1nnnn1-c1ccc2c(c1)OCO2)Nc1ccc(Oc2ccccc2)cc1	-6	8
CCCc1cc(=O)[nH]c(SCC(=O)Nc2ncccn2)n1	-2	-3
O=C(NCc1csc(-c2ccccc2)n1)C1CCN(C(=O)NCc2ccccc2)CC1	5	-1
Cc1ccccc1OCC(O)Cn1c(N2CCNCC2)nc2c1c(=O)n(C)c(=O)n2C (stereo not drawn)	6	7
O=C(CCS(=O)(=O)Cc1ccccc1F)NCCc1ccc(Cl)cc1	-14	5
Cc1ccc(-c2noc(Cc3nnc(-c4cc(C)cc(C)c4)o3)n2)cc1	-2&-5	-22&-10
COc1cc(NC(=O)Nc2ccc(OC(F)(F)F)cc2)cc(C(F)(F)F)c1	6&-6	·
CCCOC(=O)Nc1nnc(CCC)s1	3	1
O=C(c1ccco1)N1CCN(C(=O)c2csc3c2CCCC3)CC1	-3&-4	-4&8
CCCCNCCS(=O)(=O)NCc1ccccc1	-1	0
CCOc1ccccc1NC(=O)c1ccccc1C	0	-4
Cc1ccccc1CNC(=O)C1=C2CCCN2c2ccc(F)cc2S1(=O)=O	4	-8
CCCCN(C)C(=O)c1cn2c(n1)COCC2	-9	2
Cc1nn(C(C)(C)C)c(C)c1C#N	4	·
Cc1cc(C)c(NC(=O)c2ccc(Cl)cc2Cl)c(Cl)c1	28	-5
O=S(=O)(Cc1ccccc1)N1CCc2ccccc2C1	-2	-2
COc1cccc(CNS(=O)(=O)c2ccccc2Br)c1OC	-5	-12
Cc1cccc(-c2nocc2CCC(=O)NCc2ccc(F)cc2)c1	-3	-13
Cc1ccc(N2C(=O)/C(=C\c3ccc(N(C)C)cc3)S(=O)(=O)C2c2ccccc2)cc1 (stereo not drawn)	21	-17
CC(=O)Nc1cccc(N2CC(C(=O)NCc3ccccc3C)CC2=O)c1 (stereo not drawn)	-2	2
O=c1[nH]c(=O)c2sc3nc(C45CC6CC(CC(C6)C4)C5)ccc3c2[nH]1	·	-3
Cn1nc(NC(=O)c2ccc([N+](=O)[O-])o2)c2c1NC(=O)CC2c1cccs1 (stereo not drawn)	-6	-13
Cc1cc(C)nc(NS(=O)(=O)c2ccc(NC(=O)CSc3ncn[nH]3)cc2)n1	62*	-2
COc1cc(OC)c(OC)cc1C=C1Oc2cc(OC(=O)C3CC3)ccc2C1=O	-56	-6
Cn1c(=O)c2c(nc3n2C(c2ccccc2)C(c2ccc(-c4ccccc4)cc2)=NN3)n(C)c1=O (stereo not drawn)	·	5
CCOCCCNc1c(CC)c(C)c(C#N)c2nc3ccccc3n12	-2	-6
Cc1ccc(C)c2sc(N(C)CC(=O)O)nc12	-2	0
CCCCOc1ccc(-c2nc(C=Nc3ccc(F)c(Cl)c3)c(O)o2)cc1	0	2
COc1cc(C=O)cc(Br)c1OCc1cccc(F)c1	-10	-27
CCCCOc1ccc(NC(=O)CCSc2nccn2C)cc1	0	18
O=C(O)C1CC1(c1ccc(Cl)cc1)c1ccc(Cl)cc1 (stereo not drawn)	-4	10
CN(C)C=CC(=O)c1ccsc1	3	·
Cc1ccccc1C(=O)N1CCCC1COc1ccc(C(=O)N2CCOCC2)cc1 (stereo not drawn)	4	4
N=c1c(C(=O)NCc2ccco2)cc2c(=O)n3ccccc3nc2n1CCN1CCOCC1	-4	5
O=C(NC1CCCC1)C1CCN(c2cnn(Cc3ccccc3)c(=O)c2)CC1	-10	-7
CC(C)(C)c1cc(/C=C(\C#N)C(N)=S)cc(C(C)(C)C)c1O	-118	·
COc1ccccc1NC(=O)CN1C(=O)C(c2ccc(F)cc2)=NC12CCCCC2	-6	3
CCOC(=O)c1oc2ccccc2c1NC(=O)CN1C(=O)c2ccccc2C1=O	0	-6
O=S(=O)(c1ccc2c(c1)CCC2)N1CCC(c2noc(-c3cccc(F)c3)n2)CC1	-4	1
COc1cccc2c(SCC(=O)NCc3ccco3)nccc12	6	3
CSc1noc(-c2ccc(Cl)cc2)c1C(=O)NC(=O)Nc1ccccc1Cl	-5	·
CCn1cc(C(=O)O)c(=O)c2cc(F)c(N3CCN(S(=O)(=O)c4ccc(C)cc4)CC3)cc21	-10	3
COc1cc(-c2ccc(Cl)cc2)nc(N)n1	-7	·
O=C(c1ccncc1)N1CCCCC1CCN1CCCCC1 (stereo not drawn)	-5	-1
CCn1nccc1C(=O)Nc1nnc(-c2ccsc2)o1	-12	41
C=CCC(NCc1ccccc1)c1ccncc1 (stereo not drawn)	-5	-3
Cc1cccc(N2CCN(Cc3ccc(Br)o3)CC2)c1C	-4	-13
COc1cc(/C=C2\C(=O)NC(=O)N(c3ccc(Cl)cc3)C2=O)ccc1OCC(=O)O	-2	3
COc1ccccc1-c1nc(C2CCCN(C(=O)COc3ccccc3)C2)no1 (stereo not drawn)	-1	14
CCn1c(SCC(=O)Nc2ccc(Cl)c(Cl)c2)nc2c(c1=O)SC(C)C2 (stereo not drawn)	-3	34
NC(=S)N/N=C/c1ccc(Cl)cc1Cl	·	i
COc1cccc(CNC(=O)C2(C)CCCN(C(=O)Nc3ccc(C)c(Cl)c3)C2)c1 (stereo not drawn)	-3	-5
Cc1cc2cc(CCNC(=O)c3ccccc3F)c(=O)[nH]c2cc1C	-2	11
COc1cccc(C(=O)Nc2ccc([N+](=O)[O-])cc2Br)c1	2	-3
COc1ccc(C)cc1NC(=O)c1c(I)cnn1C	-7&0	-11&-12
Cc1ccc2cc3cc(C(=O)NCc4cccs4)oc3nc2c1	-1	-2
CC(C)[C@H]1COCCS(=O)(=O)N1Cc1ccccc1-c1ccc(F)cc1	-9	-15
Cn1cc(C2=CCN(C(=O)Nc3ccccc3F)CC2)c2cccnc21	-4	23
COc1ccccc1N(CC(=O)Nc1c(C)n(C)n(-c2ccccc2)c1=O)S(C)(=O)=O	16	-3
COc1cc(OC)cc(N2CCN(C(=O)CC(C)C)C(C)C2=O)c1 (stereo not drawn)	0	-7

Exported with two lines to a compound: entries from further up.
Second line of a record: Pf apPOL inh, mHTT CaM bind
- COc1ccc(C)cc1NC(=O)c1c(I)cnn1C
    -7&0, -11&-12
- Cc1ccc2cc3cc(C(=O)NCc4cccs4)oc3nc2c1
    -1, -2
- COc1cccc(C(=O)Nc2ccc([N+](=O)[O-])cc2Br)c1
    2, -3

The listing continues.
SMILES	Pf apPOL inh	mHTT CaM bind
O=C(Nc1cccc(C(=O)N2CCCCC2)c1)C1CCC1	-5	-9
NC(=O)c1ccc(-n2nnnc2SCc2ccc(F)cc2)cc1	-5	-1
CCCN1C(=O)c2cccnc2Sc2cc(C(=O)NC3CCCC3)ccc21	2	8
C=CCn1c(SCc2ccccc2)nc2sc(C)cc2c1=O	0	-18
FC(F)(F)c1cccc(NN=Cc2cc(-c3ccccc3)c(C(F)(F)F)s2)c1	-7	·
O=[N+]([O-])c1ccccc1S(=O)(=O)Nc1ccc(F)cc1	-9	-7
O=C(CCCc1ccccc1)N1CCN(c2ccc([N+](=O)[O-])cc2)CC1	6	0
O=C1C(=O)N(Cc2ccc(Br)cc2)c2ccc([N+](=O)[O-])cc21	2	24
Cc1nc(N2CCC(C)CC2)c2c(C)c(C(=O)O)sc2n1	1	-2
O=c1[nH]c(CSc2ccccn2)nc2ccccc12	-4	·
FC(F)(F)c1nc(-c2ccccc2)ncc1-c1nnnn1-c1ccccc1	-2	·
COC(=O)c1ccc(NC(=O)CSc2nnc(COc3ccc(Cl)cc3)o2)cc1	-2	-3
COc1ccc(C(C)=NNC2=NCCCN2)cc1	-15	·
O=C(NCc1ccncc1)C(=O)Nc1nc(C23CC4CC(CC(C4)C2)C3)cs1	3	37
O=C(c1cccc(F)c1)N1CCCC(c2ccnc(-c3ccc(F)cc3)n2)C1 (stereo not drawn)	-5	54*
Cc1c(NC(=O)CSc2ncn[nH]2)c(=O)n(-c2ccccc2)n1C	0&-12	1&-2
CCOC(=O)N1CCN(C(=O)C2CN(c3nc4ccc(OC)cc4s3)C2)CC1	-6	-7
CCOc1ccc(C(=O)NCCc2cc3cc(C)c(C)cc3[nH]c2=O)cc1OCC	-8	-4
O=C(CN1C(=O)COCC1=O)N1CCOCC1	-5	-9
COc1cc(CNc2ccccc2F)ccc1OCc1ccccc1	-2	-35
CSC1=C(C#N)C(c2cccs2)C(C(=O)Nc2ccccc2C)=C(C)N1 (stereo not drawn)	-5	-10
CC(C)(Oc1ccc(Cl)cc1)C(=O)NCCN1CCOCC1	-1	-4
O=C(Nc1ccc(F)cc1)OC[C@@H]1CSCCS(=O)(=O)N1	-4	-4
O=C(Nc1ccc(Cl)cn1)c1cc(-c2ccccc2)nc2ccccc12	4	-11

Fetched by compound from the list above, five records:
SMILES	Pf apPOL inh	mHTT CaM bind
CCOc1ccc(C(=O)NCCc2cc3cc(C)c(C)cc3[nH]c2=O)cc1OCC	-8	-4
Cc1c(NC(=O)CSc2ncn[nH]2)c(=O)n(-c2ccccc2)n1C	0&-12	1&-2
CCOC(=O)N1CCN(C(=O)C2CN(c3nc4ccc(OC)cc4s3)C2)CC1	-6	-7
O=C(Nc1ccc(Cl)cn1)c1cc(-c2ccccc2)nc2ccccc12	4	-11
O=C(CN1C(=O)COCC1=O)N1CCOCC1	-5	-9

(further entries)
SMILES	Pf apPOL inh	mHTT CaM bind
COc1ccc(Br)cc1C(=O)Nc1cc(Cl)ccc1C	-1	-4
CNc1ccc(OC)c2c1C(=O)c1ccccc1C2=O	-82	82*
CCn1cc2nnn(Cc3ccco3)c(=O)c2n1	·	-2
CCN(CC)C(=O)c1cn2ccnc(-c3ccc(C)cc3)c2n1	-2	1
CC=CC(=O)NCC#CCOc1ccccc1OC	-9	-1
CC(=O)Nc1ccc(NC(=O)COc2ccc([N+](=O)[O-])cc2)cc1	-3	4
O=C(c1cc2ccccc2o1)N1CCOCC1	-1	-3
Cc1nccn1-c1ccc(=O)n(CCNC(=O)Cn2nc(-c3ccc(F)cc3)ccc2=O)n1	-7	-5
CC1=C(C(=O)Nc2ccc(C)cc2C)C(c2ccc(C)cc2)n2nnnc2N1 (stereo not drawn)	-1	23
O=C(CCC1CCCC1)N1CCN(c2nnc3ccc(Cl)cn23)CC1	0	20
CS(=O)(=O)N1CCc2ccc(C(=O)Nc3ccc(F)c(Cl)c3)cc21	-3	-3
O=S(=O)(NC1CC1)c1ccc(F)cc1	-1	1
